H9c2 TAG inh: triacylglycerol accumulation inhibition | H9c2 cells, Nile Red lipid (TAG) fluorescence; cells loaded with 200 µM oleic acid | inhibition, % at 12.5 µM | 230,000 tested, 0.66% active;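 active = pattern-corrected inhibition of lipid staining of at least 50% with the nuclear-stain viability signal not falling by more than 50%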;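 note: 0% = DMSO wells and 100% = triacsin C control wells; some results filed as inactive read as strong as hits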
H9c2 TAG inh DAPI viability: also measured in H9c2 TAG inh; calls as there; DAPI nuclei signal change (viability), lower = more cytotoxic, %;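 whole-well DAPI fluorescence read on a plate reader as a viability signal; minus 50 percent equals half of cells still viable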
* = called active by the depositor.

item | compound | H9c2 TAG inh | H9c2 TAG inh DAPI viability
1 | Cc1ccc(S(=O)(=O)N2CCCC2C(=O)Oc2ccccc2)cc1 (stereo not given) | -9 | -3
2 | Cc1ccc(Cn2c(=O)c3ccccc3n3nc(C)cc23)cc1 | -71 | 1
3 | Cc1ccc(C(C)C)c(OCCCNCc2cccnc2)c1 | -19 | 22
4 | Cc1[nH]c2ccccc2c1CC#N | 0 | 12
5 | Clc1ccc(-c2csc(-c3ccncc3)n2)cc1 | -3 | 1
6 | O=C(O)CCC(=O)c1cccc2ccccc12 | -35 | 8
7 | Cc1cccc(NC(=O)CSCC(=O)Nc2cccc3ncccc23)c1 | 0 | 9
8 | Cc1ccc(S(=O)(=O)N2CC3CCCN3c3ccc(C(F)(F)F)cc32)cc1 (stereo not given) | 0 | 8
9 | O=C(COc1ccc2ccccc2c1)Nc1cccc(C(=O)Nc2ccccc2C(=O)O)c1 | 6 | 14
10 | COc1ccc(NC(=S)N(Cc2ccc(Cl)cc2)Cc2ccc(C(=O)O)cc2)cc1Cl | 5 | -3
11 | N#Cc1ccc(NC(=O)c2sc3cc(C(F)(F)F)cnc3c2-c2cccs2)cc1 | -5 | 0
12 | Cn1c(COc2ccccc2)nnc1SCC(=O)NNC(=O)C1CCCCC1 | 9 | -1
13 | COC(=O)c1ccc(CNC(=O)c2ccc(S(=O)(=O)N3CCCC(C)C3)cc2)cc1 (stereo not given) | -19 | -2
14 | COc1ccccc1NC(=O)CSc1nnnn1-c1ccccc1F | -28 | 1
15 | O=C1NC2(CCCCC2)C(=O)N1/N=C/c1ccc(O)cc1O | -6 | 16
16 | CCC(C)NC(=O)C1CCCN(C(=O)NC2CCCCC2)C1 (stereo not given) | 10 | -5
17 | c1ccc(-c2nnc(SCC3CCCCO3)nc2-c2ccccc2)cc1 (stereo not given) | -8 | 0
18 | C/C=C/C(=O)OCC(=O)Nc1ccc(SC(F)F)cc1 | 12 | -14
19 | CCn1nc(NC(=O)c2ccco2)c2cc3ccc(C)cc3nc21 | -5 | 0
20 | CCNC(=O)C1(C)CCCN(C(=O)c2cc3ccccc3s2)C1 (stereo not given) | -15 | 9
21 | O=C(NCCN1CCN(c2ccccc2)CC1)c1ccc2c(c1)[nH]c(=S)n1c3ccccc3nc21 | 27 | -1
22 | CCNc1nc(SCc2ccccc2)nc(N2CCOCC2)n1 | 0 | -2
23 | COc1ccc(NS(=O)(=O)c2c(C)n(C)c(=O)n(C)c2=O)cc1OC | -2 | 0
24 | CCCCn1c(N)c(N(Cc2ccccc2OC)C(=O)C(C)Oc2ccc(Br)cc2)c(=O)[nH]c1=O (stereo not given) | 19 | 5

Laid out differently: results already given
[23] COc1ccc(NS(=O)(=O)c2c(C)n(C)c(=O)n(C)c2=O)cc1OC
[21] O=C(NCCN1CCN(c2ccccc2)CC1)c1ccc2c(c1)[nH]c(=S)n1c3ccccc3nc21
[22] CCNc1nc(SCc2ccccc2)nc(N2CCOCC2)n1
[19] CCn1nc(NC(=O)c2ccco2)c2cc3ccc(C)cc3nc21
Compound | 23 | 21 | 22 | 19
H9c2 TAG inh | -2 | 27 | 0 | -5
H9c2 TAG inh DAPI viability | 0 | -1 | -2 | 0

Further structures follow:
item | compound | H9c2 TAG inh | H9c2 TAG inh DAPI viability
25 | COCC(C)NC(=O)c1cc(S(=O)(=O)N2CCCCC2)ccc1N1CCOCC1 (stereo not given) | 4 | -4
26 | O=C(CSc1c2c(nc3cc(Cl)ccc13)CCCC2)NCc1ccco1 | -4 | 3
27 | Cc1cc(=O)[nH]c2ccc(Cl)cc12 | -7 | 3
28 | CN(C)S(=O)(=O)c1cccc(NC(=O)CNCC2CCCCC2)c1 | 11 | -3
29 | Nn1cnn(Cc2ccccc2)c1=S | 18 | -11
30 | COc1ccccc1OCCN1C(=O)S/C(=C\c2ccco2)C1=O | 0 | -2
31 | COc1ccc(CCN(C)C(=O)CCNS(=O)(=O)c2ccccc2C(F)(F)F)cc1OC | -7 | -9
32 | COc1ccc(CCNC(=O)CCOc2ccc(C(C)(C)C)cc2)cc1OC | 17 | -6
33 | CC(C)Oc1ccc(CCC(=O)NNC(=S)Nc2ccccc2)cc1 | 4 | -7
34 | C(=N\N1CCN(Cc2cccc3ccccc23)CC1)/c1cccs1 | -4 | 7
35 | CSCCC(NC(=O)COc1ccccc1)C(=O)N(C)CC(=O)Nc1ccc(Cl)cc1 (stereo not given) | -16 | -13
36 | CN(Cc1nc2ccccc2n1C)C(=O)c1ccco1 | 0 | 5
37 | S=C(NCCCN1CCOCC1)Nc1ccc(-c2nc3ccccc3[nH]2)cc1 | 0 | -13
38 | O=C(NCCc1nnc2ccc(SCC(=O)N3CCOCC3)nn12)c1ccccc1 | 11 | 3
39 | Cc1ccc(-c2ccc(CN3C(C(C)C)C(=O)N(Cc4cn(Cc5ccco5)nn4)CCS3(=O)=O)cc2)cc1 (stereo not given) | -26 | 2
40 | CC(=O)Nc1ccc(NC(=O)CS(=O)(=O)c2cn(CC(=O)N3CCCC3)c3ccccc23)cc1 | -12 | 2
41 | O=C(CN1c2cccc3cccc(c23)S1(=O)=O)Nc1ccccc1Br | -7 | -2
42 | Cc1ccc2nc3c(cc(S(=O)(=O)c4ccccc4)c(=N)n3C3CCCC3)c(=O)n2c1 | -8 | 9
43 | COc1cc([N+](=O)[O-])ccc1NC(=S)N1CCOCC1 | 10 | 1
44 | CCOC(=O)c1ccc(CSc2nncn2N)o1 | 8 | -3
45 | CCOc1ccc(S(=O)(=O)NCCC(=O)NCC(C)(C)N2CCOCC2)cc1 | -5 | 4
46 | CCCc1ccc(C(O)c2ncc(-c3cccc(F)c3)[nH]2)cc1 (stereo not given) | 7 | -5
47 | COc1cc(C(=O)N[C@H](C(=O)NC(C)C23CC4CC(CC(C4)C2)C3)C(C)C)cc(OC)c1OC (stereo not given in full) | 7 | 15
48 | C=CCn1c(=N)n(CC(=O)OCC)c2ccccc21 | -13 | -9
49 | COc1cc(C2C3=C(CC(C)(C)CC3=O)Nc3ccccc3N2C(C)=O)cc(OC)c1OC (stereo not given) | 3 | 1
50 | C#CCOCCOCCOCCNc1nc(N2CCN(C(=O)[C@H](CCCN=C(N)N)n3cc(C(N)[C@@H](C)CC)nn3)CC2)nc(N2CCN(C(=O)[C@H](CC(N)=O)n3cc([C@@H](N)CC(N)=O)nn3)CC2)n1 (stereo not given in full) | 3 | 24
51 | O=C(NCc1cccs1)Nc1cccc(Cl)c1 | -15 | -2
52 | COc1ccc(Cl)cc1N(CC(=O)N1CCC(C)CC1)S(C)(=O)=O | 1 | 5
53 | COCCN=C1Sc2nc3cc(C)c(C)cc3cc2CN1Cc1cccs1 | 24 | 0
54 | Clc1ccc(CSc2ccc(-c3ccco3)nn2)cc1 | 9 | -6
55 | CCn1c(=O)cc(SCC(=O)Nc2ccc(Cl)cc2)c2ccccc21 | 31 | -18
56 | CCN1C(=O)N[C@@H](c2ccco2)C(C(C)=O)=C1C | -16 | -4
57 | O=C1CCC(CCC(=O)N2CCCC(C(=O)c3ccc4c5c(cccc35)CC4)C2)=NN1 (stereo not given) | -8 | 8
58 | COc1ccc(S(=O)(=O)N2CCN(C(=O)c3cnc(C)cn3)CC2)cc1 | -17 | 15
59 | Fc1ccc(-c2nc(-c3cnccn3)no2)c(Cl)c1 | 12 | -2
60 | O=C(Nc1ccn(Cc2ccccc2F)n1)c1ccc(COc2cccc(Br)c2)cc1 | 13 | -10
61 | CCOC(=O)C1=NOC(Cn2cc(C(C)=O)c(=O)[nH]c2=O)C1 (stereo not given) | -11 | 4
62 | Cc1ccc(Nc2nnns2)cc1C | 35 | -53
63 | CC1(C(=O)NCc2cccs2)Cc2c(-c3ccc4c(c3)OCO4)ccnc2O1 (stereo not given) | 54* | -44*
64 | O=C(Nc1ccc(O)cc1)c1ccccc1OCc1ccccc1 | 17 | -15
65 | Cc1ccc(Cn2nc(C)c(/C=N/NC(=O)c3cccnc3)c2C)cc1 | -35 | -8
66 | Cc1ccc(NC2(C(N)=O)CCCC2)cc1 | -4 | 1
67 | COc1cc(C2C3=C(CCCC3=O)Nc3[nH]n(-c4ccccc4)c(=O)c32)ccc1OC(C)=O (stereo not given) | 11 | -1
68 | CCCn1c(SCCN2CCOCC2)nc2c1c(=O)n(C)c(=O)n2C | 3 | -9
69 | O=C(CN1CCN(Cc2ccc(F)cc2)C1=O)NCc1cccs1 | -13 | 8
70 | NNC(=O)c1cc2c(ccc3ccccc32)o1 | 5 | 18
71 | O=C1CC(c2cccc(Cl)c2)Cc2nc(N3CCOCC3)ncc21 (stereo not given) | 16 | 6
72 | CC(C)c1c(O)ccc2c1CC[C@H]1C(C)(C)CCC[C@]21C | -1 | -4
73 | CC1CCN(C(=O)COC(=O)CCCN2C(=O)c3cccc4cccc(c34)C2=O)CC1 | 6 | 5
74 | FC(F)Oc1ccc(NC(=S)NNc2ccnc3cc(Cl)ccc23)cc1 | 49 | 15
75 | c1ccc2c(CCN3CCNC[C@H]3Cc3cccc4ccccc34)cccc2c1 | 7 | 10
76 | Nc1cc(=O)[nH]c(SCC(=O)Nc2cccc([N+](=O)[O-])c2)n1 | 3 | -1
77 | C[C@H]1CN([C@@H](C)CO)C(=O)CCCn2nncc2CO[C@H]1CN(C)C(=O)CCC(F)(F)F | -4 | 8
78 | COc1ccc(C(CCN2CCN(c3ccccc3)CC2)c2c(OC)cc(OC)c3c(-c4ccccc4)cc(=O)oc23)cc1 (stereo not given) | 42 | 1
79 | O=C(COC(=O)c1cc2ccccc2cc1O)NC(=O)NCc1ccco1 | -3 | -9
80 | CCCCC1CCC(C(=O)N(CCOC)c2c(N)n(CC(C)C)c(=O)[nH]c2=O)CC1 (stereo not given) | 2 | 9

(further entries)
item | compound | H9c2 TAG inh | H9c2 TAG inh DAPI viability
81 | Cc1ccc(NC(=S)N(CCN(C)C)Cc2cc3cc(C)ccc3[nH]c2=O)cc1 | 18 | 18
82 | COc1ccc(C(=O)N2CCN(C(=O)c3cc(OC)c(OC)c(OC)c3)CC2)cc1 | 9 | 2
83 | Cc1ccccc1OCC(=O)OCC(=O)Nc1ccc2c(c1)OCCO2 | -54 | 6
84 | O=C(Nc1ccccc1)c1ccc(CN2CCC(Cc3ccccc3)CC2)cc1 | -12 | 7
85 | Cn1c(N)c(C(=O)COC(=O)Cc2cccc(C(F)(F)F)c2)c(=O)n(C)c1=O | -8 | -1
86 | CCSc1nc2c(c(=O)[nH]c(=O)n2C)n1C/C=C(/C)Cl | -11 | 5
87 | COCCNC(=S)N(c1ccccc1)C(C)C | -5 | 4
88 | NC(=O)CC[C@@H]1NC(=O)[C@H](Cc2ccc(O)cc2)NC(=O)c2cc([N+](=O)[O-])cc(F)c2OCC[C@@H](C(N)=O)NC1=O | -6 | 15
89 | CCOC(=O)C1=C(C)Nc2nnnn2C1c1cccnc1 (stereo not given) | -8 | 4
90 | CCOC(=O)C(C(=O)OCC)C(=O)c1cc(OC)c(OC)c(OC)c1 | 6 | -8
91 | Cc1cc(C(=O)N2CCOCC2)c(C)o1 | -31 | 2

Among those listed so far, these contain a Cl atom.
item | compound | H9c2 TAG inh | H9c2 TAG inh DAPI viability
5 | Clc1ccc(-c2csc(-c3ccncc3)n2)cc1 | -3 | 1
10 | COc1ccc(NC(=S)N(Cc2ccc(Cl)cc2)Cc2ccc(C(=O)O)cc2)cc1Cl | 5 | -3
26 | O=C(CSc1c2c(nc3cc(Cl)ccc13)CCCC2)NCc1ccco1 | -4 | 3
27 | Cc1cc(=O)[nH]c2ccc(Cl)cc12 | -7 | 3
35 | CSCCC(NC(=O)COc1ccccc1)C(=O)N(C)CC(=O)Nc1ccc(Cl)cc1 (stereo not given) | -16 | -13
51 | O=C(NCc1cccs1)Nc1cccc(Cl)c1 | -15 | -2
52 | COc1ccc(Cl)cc1N(CC(=O)N1CCC(C)CC1)S(C)(=O)=O | 1 | 5
54 | Clc1ccc(CSc2ccc(-c3ccco3)nn2)cc1 | 9 | -6
55 | CCn1c(=O)cc(SCC(=O)Nc2ccc(Cl)cc2)c2ccccc21 | 31 | -18
59 | Fc1ccc(-c2nc(-c3cnccn3)no2)c(Cl)c1 | 12 | -2
71 | O=C1CC(c2cccc(Cl)c2)Cc2nc(N3CCOCC3)ncc21 (stereo not given) | 16 | 6
74 | FC(F)Oc1ccc(NC(=S)NNc2ccnc3cc(Cl)ccc23)cc1 | 49 | 15
86 | CCSc1nc2c(c(=O)[nH]c(=O)n2C)n1C/C=C(/C)Cl | -11 | 5

Screens: PubChem, Sanford-Burnham Center for Chemical Genomics

A portion of the library, so the mix of outcomes need not match the whole.
